# Screening results (PubChem)
# PfHsp90 set2: reduces growth (ATP signal) of yeast expressing P. falciparum Hsp90; S. cerevisiae expressing PfHsp90, BacTiter-Glo ATP, 48 h; yeast lacking PDR1 and PDR3 efflux regulators; inhibition, % at 9.4 µM; hit rate 0.32% among 310,000; AID 504621;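 active = every replicate shows inhibition above about 80%, whatever the replicate mean, limit read from the data; inconclusive = mean inhibition reaches the set limit but some replicate falls short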;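 also: 0% = DMSO neutral controls and 100% = 20 µM radicicol positive controls; yeast relying on Plasmodium falciparum Hsp90 in place of its own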
# PKA-R2B act: PKA-R2B complex activation; P22694+P31323; PKA-R2B holoenzyme dissociation, Cy5-IP20 fluorescence polarization; R2B truncated from residue 108, S112A mutant; 0% DMSO only, 100% 113 µM cGMP; activation, % at 11.4 µM; hit rate 0.079% among 340,000; AID 504700;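 active = activation above a cutoff set at the mean over all compounds plus 3 SD, cut at about 18% in these data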;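 also: higher means more holoenzyme dissociation and a rise in polarization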
# Target sequence (P31323 whole entry, looked up, other chains not shown, the tested form may be a part): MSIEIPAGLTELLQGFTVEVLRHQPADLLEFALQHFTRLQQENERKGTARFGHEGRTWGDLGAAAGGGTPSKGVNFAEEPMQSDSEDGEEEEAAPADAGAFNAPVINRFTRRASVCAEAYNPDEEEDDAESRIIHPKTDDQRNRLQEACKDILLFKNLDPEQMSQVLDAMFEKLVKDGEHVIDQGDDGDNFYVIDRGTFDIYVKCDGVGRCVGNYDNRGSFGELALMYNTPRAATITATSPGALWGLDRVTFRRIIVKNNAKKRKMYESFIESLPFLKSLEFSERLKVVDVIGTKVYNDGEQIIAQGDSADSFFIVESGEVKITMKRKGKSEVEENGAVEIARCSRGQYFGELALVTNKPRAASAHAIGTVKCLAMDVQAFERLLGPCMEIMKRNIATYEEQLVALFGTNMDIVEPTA
# PKA-R1A act: activates the PKA-R1A holoenzyme complex; PKA-R1A dissociation, Cy5-IP20 fluorescence polarization; scaled: DMSO 0%, 113 µM cGMP 100%; activation, % at 11.4 µM; hit rate 0.083% among 340,000; AID 504707;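 active = percent activation above the mean of all tested compounds plus 3 SD, cut at about 19% in these data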;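 also: higher means more PKAc released from R1A so a rise in polarization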
# E coli growth: bacterial growth inhibition, counter-screen for AddAB inhibitors; inhibition, % at 11.9 µM; hit rate 0.27% among 330,000; E. coli V3065 growth, OD600 absorbance, 18 h;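 active = inhibition above the campaign's mean inhibition across all tested compounds plus 3 SD, cut at about 9.9% in these data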;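 also: uninfected addAB+ strain grown without phage in ampicillin broth; 0% = DMSO wells and 100% = ciprofloxacin 0.95 µg/ml wells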
# HTR5A inv ag: inverse agonist of human HTR5A in OPRM1-OPRD1 counter-screen. HTR5A cell line, luminescence, inverse agonism. hit rate 0.083% among 340,000. P47898. inhibition, % at 9.3 µM. AID 504634; in the data active = inhibition mostly above about 23%, no sharp cut-off; inactive = mostly below about 18%;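 also: 0% = cells with DMSO and 100% = no-cell wells with DMSO; some compounds called inactive have numbers as strong as hits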
# Target sequence (P47898 whole entry, looked up): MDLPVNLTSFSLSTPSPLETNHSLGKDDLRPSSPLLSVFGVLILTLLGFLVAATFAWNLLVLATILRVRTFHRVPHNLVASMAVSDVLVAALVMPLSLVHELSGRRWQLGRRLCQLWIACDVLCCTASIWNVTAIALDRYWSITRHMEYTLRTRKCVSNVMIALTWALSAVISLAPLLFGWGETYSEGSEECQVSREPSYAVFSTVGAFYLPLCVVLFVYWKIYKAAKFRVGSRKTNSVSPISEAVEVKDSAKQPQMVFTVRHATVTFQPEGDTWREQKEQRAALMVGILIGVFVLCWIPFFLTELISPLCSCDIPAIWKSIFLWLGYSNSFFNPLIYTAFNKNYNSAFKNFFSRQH
# Tat export inh: E. coli Tat transport inhibition | E. coli MC4100 TorA-mCherry Tat export, fluorescence | inhibition, % at 10 µM | hit rate 0.036% among 340,000 | AID 488895;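 active = mean replicate inhibition at least 50% and at least half of replicates individually reaching 50%; inconclusive = only one of the two criteria met; inactive = neither criterion met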;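 also: exported cargo escapes ClpAP degradation while cytoplasmic cargo is degraded and loses fluorescence; 0% = median of neutral control wells and 100% = median of NaSCN control wells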
# phage Ecoli inh: E. coli growth loss with phage present; growth absorbance; AID 651602; inhibition, % at 11.9 µM; hit rate 0.26% among 360,000; in the data active = inhibition above about 11%
# OPRM1-OPRD1 inv: inverse agonist of human OPRM1-OPRD1 heterodimerization; P35372+P41143; cell-based MOR-DOR heterodimer luminescence, inverse agonism; inhibition, % at 9.3 µM; hit rate 0.21% among 340,000; AID 504357; in the data active = inhibition above about 22%, passing the limit was not always enough;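 also: 0% = cells with DMSO and 100% = wells without cells with DMSO; values of inactives mirror those of a sister screen read the other way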
# Mot1-301 SUMO: blocks SUMOylation pathway, rescuing yeast Mot1-301 growth; S. cerevisiae Mot1-301 growth rescue, ATP luminescence, 38.5C; percent above DMSO median, 100 means doubled; hit rate 1% among 320,000; AID 2716; growth rescue, % at 18.8 µM;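 active = every valid replicate shows activation above 250% relative to neutral control wells; inactive = the rest, any valid replicate at or below 250%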;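 also: OY570 slx delta 5 strain wells were the positive control but not used for scaling; some compounds called inactive have numbers as strong as hits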
# OPRM1-OPRD1 ag: OPRM1-OPRD1 heterodimerization agonism | cells, luminescence | activation, % at 9.3 µM | hit rate 0.3% among 340,000 | AID 504326; in the data active = activation above about 18%;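 also: 0% = vehicle-treated cells and 100% = reference agonist; values of inactives mirror those of a sister screen read the other way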
# AddAB inh: less growth of phage-infected E. coli with AddAB | E. coli expressing H. pylori AddAB, absorbance growth | inhibition, % at 11.9 µM | hit rate 0.29% among 330,000; in the data active = inhibition above about 12%;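 also: 0% = vehicle wells of infected cells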
# * = called active by the depositor; i = inactive; ? = inconclusive; . = not tested or not shown. Not a hit list (roughly 2.2% active in at least one column).
SMILES,PfHsp90 set2,PKA-R2B act,PKA-R1A act,E coli growth,HTR5A inv ag,Tat export inh,phage Ecoli inh,OPRM1-OPRD1 inv,Mot1-301 SUMO,OPRM1-OPRD1 ag,AddAB inh
O=C(c1ccc2c(c1)OCO2)N1CCN(S(=O)(=O)c2ccc(Br)cc2Cl)CC1,12,0,7,0.3,-29,2,-2.0,12,14,-3.1,2.7
CC(=O)c1ccc(NS(=O)(=O)c2c(C)cc(C)cc2C)cc1,-14,-6,-8,2.1,-3,0,4.9,4,-5,-0.8,0.3
Cc1cc(N2CCOCC2)cc(C)[n+]1[O-],-12,4,-2,0.4,12,-10,1.0,14,5,-2.9,0.9
O=C(N/N=C/c1coc2ccccc2c1=O)c1cc(Br)c(O)c(Br)c1,.,0,1,.,3,0,4.5,15,-42,-2.6,.
COc1ccc(NC(=O)/C(C#N)=C/c2ccc(OCc3ccccc3F)cc2)cc1,-15,10,-15,1.3,16,6,0.7,1,7,-0.2,3.6
COc1cccc(CC(=O)Nc2sc3c(c2C(N)=O)CCCC3)c1,12,13,-6,-0.2,-20,3,-0.2,-2,-3,0.3,2.7
CCOc1ccc(N(CC(=O)NC2CCCCC2)C(=O)Cn2nnc(-c3ccc(C)o3)n2)cc1,11,1,-7,.,-2,4,-1.3,-21,.,3.2,.
CC1CC(C)CN(c2cc3c(cc2[N+](=O)[O-])C(=O)N(c2ccccc2)C3=O)C1 (stereo not given),13,-4,-6,1.5,14,0,3.6,-11,-18,1.9,5.8
CCOC(=O)C1(Cc2ccccc2)CCN(Cc2cn(CC(=O)OC)c3ccccc23)CC1,-42,9,-10,-0.5,20,33,5.2,0,295,-0.1,3.5
COc1ccccc1C(C)NC(=O)CCC(=O)N1CCN(S(=O)(=O)c2ccc(Cl)cc2)CC1 (stereo not given),-6,-7,-13,.,-8,3,1.9,5,.,-1.2,.
Cc1ccc2nc3cc([N+](=O)[O-])cc([N+](=O)[O-])c3cc2c1,-6,1,1,.,-1,-5,3.2,-29,.,6.2,.
Cc1cc(C)nc(N2CCC(C(=O)NNC(=O)c3ccc(Cl)cc3)CC2)n1,-11,8,-11,0.2,10,-5,3.9,2,381,-0.3,0.7
COc1ccccc1CNC(=O)COC(=O)c1cc(S(=O)(=O)N2CCOCC2)ccc1Cl,-6,-11,-7,1.6,13,-8,-0.1,2,-7,-0.3,1.9
CCOc1ccc(NC(=O)c2nsc(Cl)c2Cl)cc1,4,-1,-3,0.6,10,-4,3.2,17,83,-3.6,3.2
CC(=O)Nc1ccc(S(=O)(=O)N2CCC(NC(=O)C(Cc3cccc(F)c3)NC(C)=O)CC2)cc1 (stereo not given),13,-2,9,-2.6,0,-3,1.4,0,-10,0.0,1.3
O=C(COC(=O)c1ccc(Br)o1)NC1CCCc2ccccc21 (stereo not given),12,8,5,0.5,1,7,7.1,0,-7,0.0,0.9
CCCNC(=O)Cn1c(=O)n(C)c2ccccc21,11,6,-10,0.2,.,-3,1.1,.,-8,.,0.9
Cc1cccc(Cn2c(=O)oc3ccc(C)cc32)c1,-12,5,-11,-1.6,-4,-16,.,-10,-7,2.3,1.7
COc1cc(CN2CCNC(=O)C2CC(=O)N2CCCN(C(C)=O)CC2)cc(OC)c1 (stereo not given),-3,0,-4,1.3,3,-8,1.3,9,-18,-1.6,0.3
COc1c(Br)cc([N+](=O)[O-])c(OC)c1C(=O)NC(=O)Nc1cc(Cl)cc(Cl)c1,1,-3,10,0.6,-7,0,1.2,-1,-8,0.3,-0.4
Cc1nc(SCC(=O)Nc2ccc(S(=O)(=O)N3CCOCC3)cc2)c2c(C)c(C)sc2n1,29,2,2,-1.7,11,-7,4.4,0,-10,-0.1,-0.7
O=C(Nc1cccc2ccccc12)N1CCCN(c2c(Cl)cncc2Cl)CC1,24,-10,5,-2.9,-36,7,2.3,11,-2,-2.2,2.6
COc1ccc(C2NC(=O)c3ccccc3O2)cc1 (stereo not given),-13,6,-3,-3.2,-3,-3,3.2,9,529*,-1.6,-1.2
Cn1nc(N2CCN(S(=O)(=O)c3ccccc3)CC2)c(=O)n(C)c1=O,16,6,2,0.3,-8,-8,2.4,0,163,0.1,-0.2
COc1ccc(C/C(N)=N/OC(=O)c2ccc(Cl)cc2)cc1,7,5,12,-0.7,-18,-4,3.7,-14,-7,2.8,1.9
# New compounds follow:
SMILES,PfHsp90 set2,PKA-R2B act,PKA-R1A act,E coli growth,HTR5A inv ag,Tat export inh,phage Ecoli inh,OPRM1-OPRD1 inv,Mot1-301 SUMO,OPRM1-OPRD1 ag,AddAB inh
CCCOc1ccc(C2C(C(=O)c3ccc(C)o3)=C(O)C(=O)N2CCN2CCOCC2)cc1OC (stereo not given),.,-3,-15,-2.4,-2,-4,2.8,6,13,-1.0,0.9
CC(=O)Nc1cc(NC(C)=O)ncn1,-2,2,-12,1.9,0,15,0.5,11,-28,-2.1,-1.6
CCc1ccc(C(=O)NNC(=O)c2ccc3c(=O)n4c(nc3c2)CCC4)cc1,19,1,3,-1.6,-2,-9,0.2,-5,-6,0.7,-1.3
O=C(NC(=S)N1CCCC(C(F)(F)F)C1)c1ccc(F)cc1 (stereo not given),-23,-3,10,-2.5,-18,-8,-4.2,19,29,-2.9,-2.6
O=S(=O)(c1cccc(C(F)(F)F)c1)N1CCN(C(=S)NC2CC2)CC1,0,-13,-7,0.5,-7,-10,2.9,8,10,-1.4,2.3
Cc1c(CNCCc2ccc(Cl)cc2)c(C(=O)O)c(C)n1-c1ccccc1,-28,0,6,.,-7,-8,2.0,9,.,-1.9,.
CCOC(=O)C1CCN(C(=O)c2cccc(S(=O)(=O)N3CCc4ccccc43)c2)CC1,2,5,-3,-2.6,13,6,3.2,16,-18,-3.9,-1.0
O=C(CCCN1C(=O)NC2(CCCC2)C1=O)Nc1ccc(F)cc1,17,0,9,-1.8,-7,-4,0.2,4,-7,-0.9,1.4
CCC1CCCCN1C(=S)NC(=O)c1cc(S(=O)(=O)N2CCOCC2)ccc1C (stereo not given),11,-3,-3,0.9,7,4,0.4,16,3,-3.1,-2.2
c1ccc2nc(N3CCOCC3)c(N3CCCC3)nc2c1,12,-8,4,.,0,18,-0.6,13,.,-2.5,.
O=[N+]([O-])c1ccc(Oc2ccc(/C=N/O)cc2)nc1,19,5,6,1.3,-3,-1,2.4,6,3,-1.0,1.7
CC(C)CNC(=O)CO/N=C/c1ccccc1Cl,.,12,-6,2.2,-43,-5,0.8,-8,-1,1.5,0.8
C=CCSc1nc(=O)n2ccc(C)cc2n1,-6,10,-7,0.2,14,9,-1.6,-1,14,0.2,0.3
Cc1ccc(CN(c2ccc(C(=O)NCc3cccnc3)cc2)S(C)(=O)=O)cc1,.,4,-3,0.3,-66,-3,0.9,8,3,-1.6,1.1
Cc1ccc(OCCOc2ccc(Br)cc2)c([N+](=O)[O-])n1,18,-2,-14,2.0,0,0,2.4,13,46,-2.6,6.1
c1ccc(CNc2c3c(nc4ncnn24)CCC3)cc1,6,-5,9,1.2,10,-6,0.1,16,.,-3.1,2.7
Cc1ccc(CSc2nc3ccccc3c(=O)n2Cc2ccco2)cc1,-5,0,3,0.4,-18,-1,-1.6,9,-12,-1.5,-0.1
CN(C)C(CNC(=S)Nc1ccccc1)c1cccnc1 (stereo not given),6,3,-1,1.0,-28,0,3.2,i,-1,108*,2.4
O=C(c1cccc(S(=O)(=O)N2CCc3ccccc32)c1)N1CCN(c2ccccc2)CC1,-3,6,-3,.,10,11,6.7,-21,.,3.2,.
C=CC(=O)Nc1cccc(Oc2ccnc3[nH]ccc23)c1,10,-12,-7,.,6,-6,.,1,.,-0.1,.
CC(C)(C)NC(=O)C(c1ccccc1)N(Cc1cccs1)C(=O)c1csnn1 (stereo not given),-15,4,5,-1.4,-12,3,1.6,1,8,-0.2,-0.5
COC(=O)c1cc(NC(=O)CC2NCCNC2=O)cc(C(=O)OC)c1 (stereo not given),-4,-15,-7,-1.0,-3,19,0.4,16,-4,-3.0,0.3
COc1cccc(NC(=O)N2CCN(c3nnnn3-c3ccccc3)CC2)c1,-2,-13,-3,1.3,-6,2,1.1,9,.,-1.7,-0.5
COc1ccc(C(=O)CSc2nc3ccc([N+](=O)[O-])cc3[nH]2)cc1,12,-19,-3,0.7,-2,1,5.0,-7,-11,1.4,1.9
CCCCC1(C(=O)OCC)CC(CN2CCOCC2)OC1=O (stereo not given),-9,-1,-15,1.0,-9,-3,-0.2,2,314,-0.3,2.1
# Other structures.
SMILES,PfHsp90 set2,PKA-R2B act,PKA-R1A act,E coli growth,HTR5A inv ag,Tat export inh,phage Ecoli inh,OPRM1-OPRD1 inv,Mot1-301 SUMO,OPRM1-OPRD1 ag,AddAB inh
COc1cc(C(=O)N2CCN(S(=O)(=O)c3cccc(F)c3)CC2)ccc1OCC(=O)N1CCOCC1,-6,6,-4,0.6,-4,-7,5.4,-3,9,0.5,0.2
Cc1cc(Nc2nc3ccccc3nc2Cl)n(-c2ccccc2C)n1,-1,-8,-10,-0.9,15,?,0.6,-2,-12,0.3,-0.8
COc1cc(CCCN2C(=O)C(=O)NC[C@@H]2CCCCN)cc(OC)c1OC,-8,2,-2,-2.1,-16,-15,2.5,-8,1,1.4,2.3
O=c1ccn([C@@H]2O[C@H](CNS(=O)(=O)c3cc4ccccc4s3)[C@@H](O)[C@H]2O)c(=O)[nH]1,1,-4,0,.,7,4,-1.8,13,.,-2.7,.
O=C(CNC(=O)N1CC(=O)Nc2ccccc21)NCCc1cccc(F)c1,0,-3,-7,-1.8,-24,3,0.7,13,117,-2.5,2.9
NC(=O)C1CCN(C(c2ccccc2Cl)c2nnnn2CC2CCCO2)CC1 (stereo not given),-2,-3,7,-0.9,5,-4,2.5,12,-7,-2.8,3.1
O=C(NCCNC(=O)c1cc(Cl)ccc1Cl)c1ccccn1,0,-10,-1,-1.2,-8,2,-0.3,-1,-6,0.2,0.5
COC(=O)CSc1nc(SCc2ccccc2Cl)nc2c1CCCC2,-21,-5,-6,1.8,-11,9,4.3,-9,-9,1.5,2.1
CCN(C(=O)c1ccc(Cl)cc1[N+](=O)[O-])c1ccccc1C,21,4,3,0.0,-5,1,1.9,-1,-10,0.2,-1.7
CCCN1CCN(C(=O)c2ccc(CS(=O)c3ccc(Cl)cc3)o2)CC1 (stereo not given),-16,-11,-7,-2.0,-5,-5,4.0,13,-2,-2.5,5.9
c1n[nH]c(NC2=NCCC2)n1,.,-11,-5,1.5,-20,-3,0.4,7,5,-1.3,1.6
COc1ccc(CSc2nc(C)cc(=O)[nH]2)cc1Br,-1,5,6,1.0,3,3,2.0,0,44,0.0,3.8
CC(OC(=O)c1ccc(Cl)c(S(=O)(=O)Nc2ccc(F)cc2)c1)C(=O)NC(N)=O (stereo not given),14,-11,-3,-2.7,4,-3,0.5,6,-20,-1.1,-0.2
